Screening data (PubChem)
HGIII-sPLA2 inh: human group III sPLA2 inhibitors, primary screen, biochemical, QFRET, BODIPY PC-A2 liposome substrate; Group 3 secretory phospholipase A2 (Homo sapiens), Q9NZ20; QFRET BODIPY PC-A2 liposome hydrolysis, fluorescence; inhibition, % at 12.2 µM; actives 0.56% (n = 370,000); AID 743126, 2013;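 active = inhibition above mean plus 3 SD of compounds lying within the high and low control bounds, cut at about 19% in these data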;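 also: 0% = median of test compound wells and 100% = no enzyme DMSO wells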
proKLK7 act: proKLK7 zymogen activators, primary screen, biochemical, fluorescence intensity; Kallikrein-7 (Homo sapiens), P49862; purified proKLK7, EDANS-DABCYL substrate fluorescence; 100% is mature enzyme control, 0% vehicle; activation, % at 7 µM; actives 0.9% (n = 370,000); AID 652039, 2013;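 active = activation above the mean of all tested compounds plus 3 SD, computed per campaign excluding outliers beyond control limits, cut at about 13% in these data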
Target sequence (P49862 whole entry, looked up): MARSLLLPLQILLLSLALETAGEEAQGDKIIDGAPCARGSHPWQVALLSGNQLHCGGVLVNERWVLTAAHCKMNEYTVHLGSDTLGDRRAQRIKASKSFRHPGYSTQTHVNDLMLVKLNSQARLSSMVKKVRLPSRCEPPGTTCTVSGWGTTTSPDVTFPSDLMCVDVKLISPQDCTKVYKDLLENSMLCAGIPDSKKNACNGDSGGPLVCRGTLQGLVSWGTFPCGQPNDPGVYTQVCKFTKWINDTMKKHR
rCAG RNA binder: binders of r(CAG) RNA repeats, primary screen, biochemical, fluorescence; r(CAG) RNA repeat, TO-PRO-1 dye displacement fluorescence; AID 651821, 2012; actives 1.3% (n = 370,000); inhibition, % at 3 µM;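 active = inhibition above the plate cutoff, the mean of all test compounds on that plate plus 3 SD, cut at about 35% in these data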;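 also: 0% = DMSO alone and 100% = 100 µM mitoxantrone as full dye displacement; higher means more dye released from RNA so lower well fluorescence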
NPR1 activator: GC-A stimulated cGMP production enhancers – HEK293 GC-A cells, cGMP TR-FRET, EC30 ANP, primary screen; Atrial natriuretic peptide receptor 1 (Homo sapiens), P16066; 0% at EC30 ANP, 100% saturating ANP; activation, % at 10 µM; actives 0.14% (n = 370,000); AID 1671463, 2021; in the data active = activation above about 40%
ARFGAP1 inh: inhibitors of rat ARFGAP1 GAP activity, primary screen, biochemical, fluorescence polarization, GDP tracer; Arfgap1-stimulated ARF1 GTP hydrolysis, GDP FP detection; inhibition, % at 16.5 µM; AID 651572, 2012; ADP-ribosylation factor GTPase-activating protein 1 (Rattus norvegicus), Q62848; actives 0.26% (n = 360,000);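 active = inhibition above a per-plate limit, mean inhibition of low control wells plus 3 SD, cut at about 25% in these data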;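 also: 0% = DMSO wells with enzyme and 100% = wells lacking Arfgap1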
Target sequence (Q62848 1-136 limits assumed): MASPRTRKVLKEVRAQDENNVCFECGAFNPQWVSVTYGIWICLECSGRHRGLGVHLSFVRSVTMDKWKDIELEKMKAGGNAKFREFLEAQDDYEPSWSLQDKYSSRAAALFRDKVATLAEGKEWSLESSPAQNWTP
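Repeats: one replicate per compound; assay system: rat Arfgap1 catalytic domain, aa 1-136; times: enzyme reaction 120 min at 25 °C after 20 min preincubation; detection: FP of antibody-bound GDP Alexa 633 tracer, ex 620/em 688 nm; benchmarks: high control wells lacking Arfgap1, low control full reaction with DMSO; reagent: human ARF1(Δ1-17)-GTP substrate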
ADAM10 inh: human ADAM10 inhibitors, primary screen, biochemical, QFRET, HTS; inhibition, % at 7 µM; actives 0.62% (n = 370,000); recombinant ADAM10, EDANS/DABCYL FRET peptide cleavage, 3 h; Disintegrin and metalloproteinase domain-containing protein 10 (Homo sapiens), O14672;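 active = inhibition above a per-campaign cutoff equal to the mean of compounds falling between control-based bounds plus 3 SD, cut at about 20% in these data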;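 also: 0% = DMSO wells while the 100% control is not disclosed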
ASAP1 GAP inh: inhibitors of human ASAP1 ArfGAP activity, primary screen, biochemical, fluorescence polarization. Arf-GAP with SH3 domain, ANK repeat and PH domain-containing protein 1 (Homo sapiens), …. ASAP1-stimulated ARF1 GTP hydrolysis, GDP FP detection. inhibition, % at 16.5 µM. actives 0.19% (n = 360,000). AID 624377, 2012; in the data active = inhibition above about 25%;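 also: 0% = vehicle with enzyme and substrate and 100% = no enzyme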
Target sequence (Q9ULH1 325-724 limits assumed): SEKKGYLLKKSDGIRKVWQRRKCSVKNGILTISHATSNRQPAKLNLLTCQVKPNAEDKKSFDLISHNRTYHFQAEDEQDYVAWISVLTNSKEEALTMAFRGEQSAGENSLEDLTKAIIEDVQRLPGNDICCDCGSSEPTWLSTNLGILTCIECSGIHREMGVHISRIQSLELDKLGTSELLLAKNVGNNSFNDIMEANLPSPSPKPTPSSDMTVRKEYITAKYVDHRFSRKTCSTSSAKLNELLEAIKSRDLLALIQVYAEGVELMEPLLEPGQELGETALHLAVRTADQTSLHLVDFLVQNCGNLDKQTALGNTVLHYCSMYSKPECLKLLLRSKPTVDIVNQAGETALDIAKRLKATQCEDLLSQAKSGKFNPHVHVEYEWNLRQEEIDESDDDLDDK
FXN GAA850 act: FXN promoter activators, primary screen, cell-based, luciferase luminescence, HEK293 lucGAA850; HEK293 lucGAA850 FXN promoter luciferase reporter, 24 h; percent of 10 µM SAHA response; activation, % at 6 µM; actives 0.56% (n = 360,000); AID 540364, 2011;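 active = activation above the average of all compounds screened plus 3 SD, cutoff fixed separately per campaign, cut at about 7.5% in these data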;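 also: 0% = DMSO wells and 100% = 10 µM SAHA wells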
GC-B act: human GC-B receptor activators, primary screen, HEK293 GC-B cells, cGMP TR-FRET, EC30 CNP; 0% at EC30 CNP, 100% saturating CNP; activation, % at 10 µM; actives 0.11% (n = 370,000);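 active = activation at 10 µM reaching about 35% in either raw or pattern-adjusted values, limit read from the data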
DDE Tn6 FP inh: inhibitors of Tn6 peptide binding to fibrin DD(E), primary screen, biochemical, fluorescence polarization, human fibrin, Tn6 probe. Fibrinogen beta chain (Homo sapiens), P02675. Fibrin DD(E) TRITC-Tn6 fluorescence polarization displacement. inhibition, % at 8.3 µM. actives 0.21% (n = 370,000). AID 720509, 2013;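 active = inhibition above a per-campaign cutoff: mean of compounds within control limits plus 3 SD, cut at about 15% in these data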;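 also: 0% = median of all compound wells on the plate and 100% = blocking peptide control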
Active calls of the source: *; / = no result given.

1	O=C(CNS(=O)(=O)c1ccc(Br)cc1)OCc1cc(=O)n2cc(Br)ccc2n1
2	CCNc1nc(NCC)nc(SCCOC(=O)Nc2ccccc2)n1
3	N#Cc1ccc(-c2nc3ccc(Br)cn3c2Cc2cccc(F)c2)cc1
4	COc1ccc(CCNC(=O)CS(=O)(=O)Cc2nc(-c3ccc(C)cc3)oc2C)cc1OC
5	COc1ccc(Br)cc1/C=N/NC(=O)c1ccc(COc2ccc3c(c2)CCC3)o1
6	O=c1c(-c2ccc([N+](=O)[O-])cc2)coc2c(O)c(O)ccc12
7	COc1ccccc1CNC(=O)CN(C)CC(=O)Nc1ccccc1Br
8	COc1cccc2cc(C(=O)N3CCN(C(=O)c4ccccc4)CC3)c(=O)oc12
Compound	1	2	3	4	5	6	7	8
HGIII-sPLA2 inh	-3	-11	-25	2	6	13	13	1
proKLK7 act	2.1	0.7	-2.2	0.3	-0.2	5.6	0.9	-0.1
rCAG RNA binder	6	-3	22	-6	1	8	2	2
NPR1 activator	0	2	18	-1	-4	-2	-2	2
ARFGAP1 inh	5	1	-2	1	2	3	2	1
ADAM10 inh	-35	6	-2	-9	-2	-2	-18	-15
ASAP1 GAP inh	-12	-12	11	7	-2	-1	-8	1
FXN GAA850 act	/	1.9	/	0.6	-0.1	7.1	-0.2	-0.7
GC-B act	0	0	18	-3	0	-3	-2	5
DDE Tn6 FP inh	8	1	8	0	-6	-10	-1	-4

9	O=C(O)c1ccc(Nc2nc(-c3cc4ccccc4oc3=O)cs2)cc1O
10	O=C(NC(c1ccccc1)c1cc(Cl)c2cccnc2c1O)c1cccnc1 (stereo not given)
11	CC1(C)N=C(c2ccccc2)C(=O)N1
12	CCN1CC(CN(C)Cc2nc(Cc3ccccc3)no2)CC1=O (stereo not given)
13	COc1cc(-c2nnc(-c3ccco3)o2)ccc1OCc1ccccc1
14	Cc1ccc(C2=NN(C(=O)c3ccco3)C(O)(C(F)(F)F)C2)cc1 (stereo not given)
15	CC1CCCC(NC(=O)C2CCC(CNc3c(N4CCCCC4)c(=O)c3=O)CC2)C1C (stereo not given)
16	CCCCS(=O)(=O)N1CCCC(C(=O)Nc2ccc3c(c2)CCC3)C1 (stereo not given)
Compound	9	10	11	12	13	14	15	16
HGIII-sPLA2 inh	-21	-1	0	-1	-2	-20	5	-11
proKLK7 act	-0.1	-0.3	0.8	0.4	-6.0	-0.8	-0.1	0.0
rCAG RNA binder	72*	1	1	-1	0	2	-5	-7
NPR1 activator	4	4	2	0	4	3	-2	1
ARFGAP1 inh	27*	1	11	0	8	-7	-10	12
ADAM10 inh	-14	0	4	0	-137	-3	3	-2
ASAP1 GAP inh	25*	1	4	7	-1	-12	13	4
FXN GAA850 act	2.9	/	0.6	0.0	3.5	0.0	0.9	1.0
GC-B act	-10	3	3	-3	2	1	-5	0
DDE Tn6 FP inh	-8	-5	-7	-5	0	1	0	-5

17	Brc1cccc(-c2nnc(SCc3nc4ccccc4[nH]3)o2)c1
18	COc1ccc(-c2nc(CS(=O)CC(=O)NCCCN3CCCC(C)C3)c(C)o2)cc1OC (stereo not given)
19	COc1ccc(-c2cc(C(=O)N3CCc4ccccc4C3)no2)cc1OC
20	Cc1cc(=O)[nH]c(SCC(=O)Nc2nnc(SCc3ccccc3)s2)n1
21	CCOc1ccc(S(=O)(=O)N2CCN(C(=O)c3cc4c(s3)CCCC4)CC2)cc1
22	CCOC(=O)C(CC)Sc1ncnc2nc[nH]c12 (stereo not given)
23	Cc1ccccc1OCC(=O)NNC(=S)NC(=O)c1ccccc1[N+](=O)[O-]
24	O=C(c1ccccc1)c1cccc[n+]1[O-]
Compound	17	18	19	20	21	22	23	24
HGIII-sPLA2 inh	-17	0	-18	-5	-3	-5	23*	2
proKLK7 act	0.1	0.0	0.4	0.2	0.8	-1.0	0.0	0.3
rCAG RNA binder	-2	-4	-3	18	1	-1	32	-1
NPR1 activator	-9	-4	7	2	2	2	-3	3
ARFGAP1 inh	5	1	11	10	11	0	3	-12
ADAM10 inh	-28	2	8	-2	1	-3	12	-4
ASAP1 GAP inh	5	1	9	-6	-9	3	3	-4
FXN GAA850 act	0.0	0.0	4.2	0.5	-5.6	-0.4	0.4	1.3
GC-B act	-3	-1	-2	-2	3	3	-1	8
DDE Tn6 FP inh	-6	-4	1	2	1	-2	-14	6

25	Cc1ccc(C(=O)NC2CCS(=O)(=O)C2)cc1S(=O)(=O)N1CCOCC1 (stereo not given)
26	COc1ccc(-c2nn(-c3ccccc3)cc2CNCCN2CCOC2=O)c(F)c1
27	CCOC(=O)C1CCCN(c2c(NCCc3ccc(C)cc3)c(=O)c2=O)C1 (stereo not given)
28	CCC(C)NC(=O)CN1C(=O)CC(C)(C)S(=O)(=O)c2ccccc21 (stereo not given)
29	Cc1csc(NC(=O)c2ccc(Br)s2)n1
30	CC1=C(C(=O)OCc2ccccc2)N2C(=O)[C@@H](NC(=O)COc3ccccc3)[C@H]2SC1
31	CCOC(=O)c1c(C)n(C)c2ccc(O)c(CN3CCN(C)CC3)c12
32	CCN(CC)S(=O)(=O)c1ccc(=O)[nH]c1
Compound	25	26	27	28	29	30	31	32
HGIII-sPLA2 inh	2	2	5	-2	-8	-11	2	12
proKLK7 act	0.6	-0.1	0.0	-0.1	0.4	-0.1	-0.4	0.0
rCAG RNA binder	0	-4	-3	0	2	-6	-2	1
NPR1 activator	-1	3	3	0	3	-2	1	-4
ARFGAP1 inh	-1	11	-15	-15	-6	-5	0	11
ADAM10 inh	2	-137	9	-12	-5	-2	7	11
ASAP1 GAP inh	-1	-11	-5	-11	4	18	-5	-5
FXN GAA850 act	-0.7	2.8	0.3	2.6	4.2	1.1	-0.8	0.4
GC-B act	0	-2	8	3	1	2	2	4
DDE Tn6 FP inh	-3	-10	17*	6	6	6	3	0

33	O=C(Nc1ccc(F)cc1)C1COc2ccccc2O1 (stereo not given)
34	Cc1ccc(C(=O)NCCCn2ccnc2)cc1C
35	COc1ccc(CNC(=O)N2CCN(S(=O)(=O)c3ccccc3)CC2)cc1
36	C/C=C(\C)CN1CCCC(CO)(Cc2ccccc2)C1 (stereo not given)
37	O=C(/C=C/c1ccc(Cl)cc1)NCCc1ccccc1
38	N/C(=N\OC(=O)C12CC3CC(CC(C3)C1)C2)c1cccnc1
39	CCOC(=O)N1CCC(NC(=O)CSc2cc(=O)n(C)c3ccccc23)CC1
40	O=C(Cc1ccc(S(=O)(=O)N2CCCC2)s1)N1CCN(c2ccccc2)CC1
Compound	33	34	35	36	37	38	39	40
HGIII-sPLA2 inh	0	-4	4	-4	-10	6	10	-8
proKLK7 act	-0.2	0.3	-0.6	-0.1	-1.0	-0.5	0.6	0.0
rCAG RNA binder	1	-3	-1	-2	-1	-4	-4	-2
NPR1 activator	5	3	3	1	-2	4	-2	4
ARFGAP1 inh	4	-6	9	-11	2	16	7	5
ADAM10 inh	2	1	6	4	11	-2	-35	0
ASAP1 GAP inh	-14	-2	-9	5	5	-8	10	-5
FXN GAA850 act	0.4	2.5	2.6	2.1	3.3	1.4	-0.7	2.2
GC-B act	4	3	3	-4	1	1	5	0
DDE Tn6 FP inh	-2	8	1	-6	-2	11	-11	-3

Full records as entered above. Screens in order: HGIII-sPLA2 inh | proKLK7 act | rCAG RNA binder | NPR1 activator | ARFGAP1 inh | ADAM10 inh | ASAP1 GAP inh | FXN GAA850 act | GC-B act | DDE Tn6 FP inh
Record of Cc1ccccc1OCC(=O)NNC(=S)NC(=O)c1ccccc1[N+](=O)[O-] = 23* | 0.0 | 32 | -3 | 3 | 12 | 3 | 0.4 | -1 | -14
Record of CC1(C)N=C(c2ccccc2)C(=O)N1 = 0 | 0.8 | 1 | 2 | 11 | 4 | 4 | 0.6 | 3 | -7
Record of COc1cc(-c2nnc(-c3ccco3)o2)ccc1OCc1ccccc1 = -2 | -6.0 | 0 | 4 | 8 | -137 | -1 | 3.5 | 2 | 0
Record of CCNc1nc(NCC)nc(SCCOC(=O)Nc2ccccc2)n1 = -11 | 0.7 | -3 | 2 | 1 | 6 | -12 | 1.9 | 0 | 1

(more compounds)
41	COc1ccccc1NS(=O)(=O)c1ccc(NN=C2CCCC2)c([N+](=O)[O-])c1
42	O=C(c1cc2ccccc2oc1=O)N1CCN(c2ccccn2)CC1
43	CCN1C(=O)[C@H]2[C@@H](c3ccc(-c4ccc(OC)cc4)c(OC)c3)N[C@@](C)(C(=O)OC)[C@H]2C1=O
44	CCCCOC(=O)c1ccc(NC(=O)C(CCS(C)(=O)=O)NC(C)=O)cc1 (stereo not given)
45	CC(=O)c1cccc(NC(=O)C2(C)Cc3c(-c4cccc(C(F)(F)F)c4)ccnc3O2)c1 (stereo not given)
Compound	41	42	43	44	45
HGIII-sPLA2 inh	-4	-2	-12	1	-3
proKLK7 act	0.5	-0.6	-11	0.0	0.0
rCAG RNA binder	8	0	-4	1	0
NPR1 activator	-3	-1	-1	-3	1
ARFGAP1 inh	-14	4	10	5	-5
ADAM10 inh	11	2	-373	-9	14
ASAP1 GAP inh	10	20	0	-2	2
FXN GAA850 act	-0.9	-0.8	0.2	-0.1	-0.2
GC-B act	1	2	-2	0	5
DDE Tn6 FP inh	-2	2	1	-10	9
